Bioassay records (PubChem)
miR122 inh = blocks miR-122 activity in Huh7 sensor cells | Huh7 miR-122 Renilla luciferase sensor, 48 h; neutral wells = 0, positive control = 100 | activation (reporter increase), % at 12.5 µM | 0.3% of 340,000 active | AID 602342;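 active = mean replicate activation score at least 90 and every replicate individually at or above 90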;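 note: higher luciferase means less miR-122 activity so hits act as miR-122 inhibitors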
FN deposition inh = fibronectin deposition inhibition; 0.086% of 350,000 active; AID 743247; inhibition, % at 12.6 µM; AH1F fibroblasts, Alexa488-fibronectin deposition fluorescence, overnight;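 active = mean inhibition across replicates of 30% or more, regardless of how many single replicates reach that level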;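 note: positive control wells lacked labelled fibronectin entirely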
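Assay system: AH1F fibroblasts / Quantity: 10000 cells per well / Medium: DMEM plus 2% serum, read in PBS / Reagent: labelled fibronectin 24 nM / Dosing: single dose, pinned / Times: 1 h cell attachment, overnight exposure to compound and label / Signal: fluorescence, ex 485 nm, em 525 nm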
Active calls of the source: *.

1	Cc1ccc(OC(=O)c2cccc(C(=O)Oc3ccc(C)cc3)n2)cc1
2	COc1ccc(N2CCN(/C(=N\S(=O)(=O)c3ccc(C)cc3)Nc3nc(C)cc(C)n3)CC2)cc1
3	Cn1c(CCCOc2ccc(Cl)cc2Cl)nnc1SCC(=O)Nc1nccs1
4	O=C(CCNc1cc(Cl)cc(Cl)c1)c1cccs1
5	COc1ccc2c(c1)c1nc3ccccc3nc1n2CC(=O)OC(C)C
6	O=C(NCc1ccccc1)c1ccc(Cl)cc1[N+](=O)[O-]
7	CSc1nc(-c2ccccc2)nc2c1COC(C)(C)C2
8	O=C(c1ccco1)N1CCN(C(=O)c2cc(-c3ccccn3)nc3ccccc23)CC1
assay / entry,1,2,3,4,5,6,7,8
miR122 inh,-2,14,-4,13,-4,2,-4,-2
FN deposition inh,8,3,-4,13,29,-1,-5,-18

9	CC(=O)N1N=C(c2ccc(C)cc2)OC1c1ccc(C(C)C)cc1 (configuration not stated)
10	CC(C)(C)c1ccc(COn2c(=O)c(-c3ccco3)[n+]([O-])c3ccccc32)cc1
11	O=[N+]([O-])c1cc(-n2cnnn2)ccc1N1CCC(Cc2ccccc2)CC1
12	COc1ccc(C(CNC(=O)c2cc(=O)[nH]c3ccccc23)N2CCCC2)cc1 (configuration not stated)
13	Clc1ccc(N2COC3c4cccc5cccc(c45)C32)cc1 (configuration not stated)
14	COc1cc(-c2nn3c(-c4ccccc4)nnc3s2)cc(OC)c1OC
15	N#C/C(=C/c1ccc(N2CCOCC2)o1)c1ccc(Cl)cc1
16	Cc1cc(Nc2ccccc2C(=O)O)nc2nc3ccccc3c(=O)n12
assay / entry,9,10,11,12,13,14,15,16
miR122 inh,2,0,-1,-8,8,8,2,-1
FN deposition inh,-23,2,2,-4,2,-1,0,-4

17	Cc1ccc(S(=O)(=O)n2nc(-c3cccnc3)nc2N)cc1
18	CCCCOCCCNC1=NCCCCC1
19	C=CCn1c(Cc2ccc(OC)cc2)nnc1SCC(=O)c1cccc([N+](=O)[O-])c1
20	c1ccc(Cc2nnc3sc(Nc4ccccc4)nn23)cc1
21	CN(C)c1nc(Oc2ccc(=O)[nH]n2)nc(N2CCCCC2)n1
22	Cn1c(=O)[nH]c(=O)c2[nH]c(CN3CCN(C(=O)c4ccco4)CC3)nc21
23	COc1ccc([N+](=O)[O-])cc1N(CC(O)Cn1nnc2ccccc21)S(=O)(=O)c1ccc(C)cc1 (configuration not stated)
24	Cc1cccc(NC(=O)COc2nsnc2N2CCOCC2)c1
assay / entry,17,18,19,20,21,22,23,24
miR122 inh,13,-6,-1,-6,-13,5,17,2
FN deposition inh,-1,-12,-14,10,7,5,7,15

Continued, starting with the last two of the part before.
23	COc1ccc([N+](=O)[O-])cc1N(CC(O)Cn1nnc2ccccc21)S(=O)(=O)c1ccc(C)cc1 (configuration not stated)
24	Cc1cccc(NC(=O)COc2nsnc2N2CCOCC2)c1
25	COc1ccc(C(=O)NCC(=O)OCC(=O)c2ccc3c(c2)OCCO3)cc1
26	O=c1oc2ccccc2n1CCc1ccccc1
27	CN(C)CC(=O)c1ccc(-c2ccccc2)cc1
28	O=C(/C=C/Nc1cccc(O)c1)c1ccccc1
29	O=C(Nc1ccc2c(c1)CCC2)c1cccc(S(=O)(=O)N2CCN(c3ccccc3)CC2)c1
30	O=C(NCCO)c1ccc2[nH]c3ccccc3c2c1
31	COc1ccc(NC(=O)c2cc(CN3C(=O)c4ccccc4C3=O)ccc2OC)cn1
32	COc1ccc(NC(=O)c2cccnc2Cl)c(S(=O)(=O)N2CCOCC2)c1
assay / entry,23,24,25,26,27,28,29,30,31,32
miR122 inh,17,2,-1,6,3,1,-3,4,-3,7
FN deposition inh,7,15,0,-3,1,-7,-7,-2,9,0

Complete entries, quoted from the list. Order of values: miR122 inh | FN deposition inh
COc1ccc(NC(=O)c2cc(CN3C(=O)c4ccccc4C3=O)ccc2OC)cn1 in the list: -3 | 9
C=CCn1c(Cc2ccc(OC)cc2)nnc1SCC(=O)c1cccc([N+](=O)[O-])c1 in the list: -1 | -14
COc1ccc2c(c1)c1nc3ccccc3nc1n2CC(=O)OC(C)C in the list: -4 | 29

(more compounds)
33	COc1ccccc1/C=N/n1c(N)c(S(=O)(=O)c2cccs2)c2nc3ccccc3nc21
34	CCOC(=O)Cn1c(S(=O)(=O)Cc2ccc(Cl)cc2)nc(-c2ccccc2)c1-c1ccccc1
35	CCOC(=O)c1cc2c(=O)n3ccccc3nc2n(CCCOC)c1=NC(=O)C(C)(C)C
36	CCc1ccc(CNCCNCC(C)O)cc1 (configuration not stated)
37	C=CCOn1c(=O)c(-c2ccc(OC)c(OC)c2)[n+]([O-])c2ccccc21
38	CCc1ccccc1NC1c2ccccc2C(=O)N1c1cccnc1 (configuration not stated)
39	CNC(=O)CSc1nnnn1-c1ccc2c(c1)OCCO2
40	CC(C)CO/C(=N/S(=O)(=O)c1ccccc1)c1ccccc1
assay / entry,33,34,35,36,37,38,39,40
miR122 inh,-12,0,-8,12,0,-2,-3,-5
FN deposition inh,7,2,-2,-7,-60,9,4,-3

41	Cc1ccc(CNC(=O)C2CCC(=O)N2CCc2ccccc2)cc1 (configuration not stated)
42	Cc1cc(NC(=O)c2cc(-c3ccccn3)nc3ccccc23)no1
43	CCOC(=O)c1c(N)sc2c1CCCC2
44	O=C1CSC2=NCN(c3ccc4c(c3)OCO4)CN12
45	CC(C)C(C(=O)Nc1ccc(N2CCOCC2)cc1)N1C(=O)c2ccccc2C1=O (configuration not stated)
46	Cc1cc(NC(=O)c2ccc(Cl)cc2)c(C(C)C)cc1O
47	Nc1c(-c2cccc(Cl)c2)cnn1-c1cccc(C(F)(F)F)c1
48	CCOC(=O)c1oc2ccc(S(=O)(=O)Nc3ccc4c(c3)n(C)c(=O)n4C)cc2c1C
assay / entry,41,42,43,44,45,46,47,48
miR122 inh,-9,-6,-1,5,-3,18,-4,50
FN deposition inh,11,3,-3,1,-7,-3,-6,6

49	Cn1c(OCc2cccnc2)nc2c1c(=O)n(Cc1ccc(Cl)cc1)c(=O)n2C
50	O=C(COC(=O)c1cnccn1)c1ccc(Br)cc1
51	O=C(NCCNC(=O)C(c1ccccc1)c1ccccc1)c1ccco1
52	O=C(COc1ccccc1Cl)N(Cc1ccco1)C1CCS(=O)(=O)C1 (configuration not stated)
53	Cc1ccc2c(c1)c1c(n2CC2COC(C)(C)O2)C(=O)CCC1 (configuration not stated)
54	COc1cc(C2c3c(n[nH]c3C)C(=O)N2c2ccc(C)cc2)ccc1O (configuration not stated)
55	Cc1ccc(CNc2ncc(-c3ccc4c(c3)OCO4)n2C)cc1
56	Cc1ccc(C(=O)c2cn(-c3ccc(F)c(Cl)c3)nn2)cc1
assay / entry,49,50,51,52,53,54,55,56
miR122 inh,-2,-11,-1,-6,9,-9,1,3
FN deposition inh,6,-7,-9,0,11,0,6,-5

57	COc1ccc(NC(=O)C2CC(=O)OC23CCCCC3)cc1 (configuration not stated)
58	Cc1cc(Oc2ccccc2)nc(SCC(N)=O)n1
59	O=S(=O)(Nc1ccc2c(c1)OCO2)c1ccccc1
60	CC(=O)c1nnn(-c2nc(N3CCCC3)nc(N(c3ccccc3)c3ccccc3)n2)c1C
61	CC(C)(C)NC(=O)COc1ccc(-c2ccccc2)cc1
62	CC(C)n1c(SCC(=O)Nc2ccc3c(c2)OCO3)nc2c1c(=O)n(C)c(=O)n2C
63	CCc1cc2c3c(c(=O)oc2cc1O)CCCC3
64	Cc1c(N=Cc2ccc(Br)s2)cccc1[N+](=O)[O-]
assay / entry,57,58,59,60,61,62,63,64
miR122 inh,6,1,80,2,-7,-3,4,-1
FN deposition inh,15,10,-3,-7,9,13,15,-3

65	O=C(c1ccc(N2CCCCC2)c([N+](=O)[O-])c1)N(Cc1ccccc1)c1ccccn1
66	O=S(=O)(c1cnc[nH]1)N1CCCCCC1
67	CC1(C)SCC2C(=O)N3C(CSC3(C)C)C(=O)N21 (configuration not stated)
68	N#Cc1nc(COc2ccccc2F)oc1NCCc1ccccc1
69	COc1ccccc1-c1nnc(SCCN2CCOCC2)n1-c1ccc(C)cc1
70	CCCn1c(=O)[nH]c(=O)c2c1nc(-c1ccc3c(c1)OCCO3)n2CCN1CCOCC1
71	COc1ccccc1CNC(=O)c1ccc(NS(C)(=O)=O)cc1
72	CC(C)OC(=O)CN1C(=O)C(C)(C)Oc2ccc(C(=O)NC3CC3)cc21
assay / entry,65,66,67,68,69,70,71,72
miR122 inh,22,-11,1,0,-6,-8,-6,-5
FN deposition inh,11,13,-7,-2,1,2,8,-5

73	CCOC(=O)CN1C(=O)NC(C)(c2ccc(OC(F)F)cc2)C1=O (configuration not stated)
74	CC(C)c1cc(Br)ccc1OCCCN1C(=O)NC(C)(C)C1=O
75	COc1ccc(CC(C(=O)Nc2cc(C)ccc2C)/C(N)=N/O)cc1 (configuration not stated)
76	Cc1cc(NS(=O)(=O)c2cccs2)no1
77	CCOC(=O)c1ccc(NCc2ccncc2)cc1
78	COc1ccc(NC(=O)O/N=C2/CCCc3ccc(OC)cc32)cc1
79	COc1ccccc1C(=O)Nc1ccc2oc(-c3ccc(F)cc3)nc2c1
80	CCOC(=O)CSc1nc2c(sc(=S)n2-c2ccccc2OC)c(=O)n1Cc1ccco1
assay / entry,73,74,75,76,77,78,79,80
miR122 inh,-14,-1,-2,0,25,-3,1,11
FN deposition inh,4,7,12,16,8,4,9,4

81	Cc1cc(OCC(=O)Nc2ccc3oc(-c4ccncc4)nc3c2)ccc1Cl
82	O=C(NC(Nc1nc2ccccc2s1)(C(F)(F)F)C(F)(F)F)c1ccccc1
83	CCOC(=O)c1c(N)sc(C(=O)N2CCOCC2)c1C
84	O=C(Nc1ccccc1N1CCCC1)c1cc2ccccc2o1
85	CCOC(=O)C1CCCN(C(=O)CCCOc2cc(=O)n(C)c3ccccc23)C1 (configuration not stated)
86	CC1CCC2(CC1)N=C(N)Nc1nc3ccccc3n12 (configuration not stated)
87	COc1ccc(-c2ccc(CCC(=O)O)n2C(C)C)cc1
88	Cc1ccc(-c2nnc(SCC(=O)CC(=O)Nc3ccccc3)n2-c2ccccc2)cc1
assay / entry,81,82,83,84,85,86,87,88
miR122 inh,-22,9,-2,-1,-6,-4,17,3
FN deposition inh,4,2,2,16,-6,-7,-6,9

89	CCOc1ccccc1Nc1ncccc1C(=O)O
90	O=C(CCN1CCN(c2ccccc2)CC1)Nc1ccc(Cl)cc1
91	Cc1cc(C)n(C(=O)Cn2nc(C(F)F)cc2C)n1
92	CCCNC(=O)COC(=O)CCC(=O)c1ccc(F)cc1
93	N#CCc1c(C#N)c(N)nc(N2CCN(Cc3ccc4c(c3)OCO4)CC2)c1C#N
94	COc1ccc(OC)c(N(CC(=O)N2CCCC2)S(=O)(=O)c2ccc(OC)c(OC)c2)c1
95	Cc1ccc(Nc2nc(C(=O)NCCCN3CCOCC3)cs2)cc1
96	CCNc1nc(C)cc(COC)c1C#N
assay / entry,89,90,91,92,93,94,95,96
miR122 inh,-3,3,-11,3,-2,2,-1,-4
FN deposition inh,3,4,6,17,9,-7,2,15

97	O=c1oc(-c2ccccc2F)nc2c1cnn2-c1ccccc1
98	CCc1c(C)nc2ncnn2c1NCc1cccs1
99	CCc1ccccc1NC(=O)C1CC(c2ccc(F)cc2)=NO1 (configuration not stated)
100	O=C(CSc1ncccn1)N1CCN(Cc2ccccc2)CC1
101	Cc1cc(C(=O)NCCCC(=O)O)c(C)o1
102	CC1CCCN(C(C(=O)Nc2ccc3c(c2)OCCO3)c2ccccc2)C1 (configuration not stated)
103	Cc1cc2nnc(SCC(=O)NCc3cccs3)n2c2ccccc12
104	COc1ccc(Nc2oc(-c3ccc(Cl)cc3)nc2C#N)cc1
assay / entry,97,98,99,100,101,102,103,104
miR122 inh,-3,-4,6,-19,-1,-2,18,0
FN deposition inh,2,-6,-5,1,-17,-3,4,1

105	COCCCn1c(-c2ccco2)nc2ccccc2c1=O
106	COCCn1cnnc1SCC(=O)Nc1ccccc1C(=O)Nc1ccc2c(c1)OCO2
107	COc1ccc(Oc2ncc(CN3CCN(c4ccccc4)CC3)s2)cc1
108	O=C(OCc1nnc(-c2ccccc2)o1)c1ccc2c(c1)C(=O)N(CCc1ccccc1)C2=O
109	COc1cc(C(=O)NCc2nnc(SCC(=O)Nc3cccc(C)c3)o2)cc(OC)c1OC
110	NC(=O)c1sc2nc3c(c(-c4ccccc4)c2c1N)CCC3
111	Cn1c(SCC(=O)N2CCN(c3ccccc3)CC2)nnc1-c1ccco1
112	COc1ccc(CNC(=O)CN(Cc2ccc(Cl)cc2)S(=O)(=O)c2ccccc2)cc1
assay / entry,105,106,107,108,109,110,111,112
miR122 inh,-4,-1,-3,4,-10,6,-1,3
FN deposition inh,-12,-4,-20,-5,3,7,-3,2

The list is partial (hit frequency here may not be typical).
